Assay outcomes: PubChem, National Center for Advancing Translational Sciences (NCATS)
KDM5B inhibitor = Primary screen for KDM5B Histone Demethylases FDH-coupled qHTS; Lysine-specific demethylase 5B (Homo sapiens), Q9UGL1; KDM5B demethylase, FDH-coupled NADH fluorescence (FDH is formaldehyde dehydrogenase); Potency, µM (doses to about 57.7 µM), without a hit: at the highest dose activity change, negative = inhibition, most hits filed as inhibitors; 220,000 compounds, 2.6% hits; active = well fitted inhibition curve with a large enough effect; inconclusive = small, poorly fitted or top-dose-only effect; inactive = no such curve, though single readings can be large or run the other way; also: 0% is about no effect; nearly all actives have a fitted effect of over 70% in size
Target sequence (Q9UGL1 whole entry, looked up): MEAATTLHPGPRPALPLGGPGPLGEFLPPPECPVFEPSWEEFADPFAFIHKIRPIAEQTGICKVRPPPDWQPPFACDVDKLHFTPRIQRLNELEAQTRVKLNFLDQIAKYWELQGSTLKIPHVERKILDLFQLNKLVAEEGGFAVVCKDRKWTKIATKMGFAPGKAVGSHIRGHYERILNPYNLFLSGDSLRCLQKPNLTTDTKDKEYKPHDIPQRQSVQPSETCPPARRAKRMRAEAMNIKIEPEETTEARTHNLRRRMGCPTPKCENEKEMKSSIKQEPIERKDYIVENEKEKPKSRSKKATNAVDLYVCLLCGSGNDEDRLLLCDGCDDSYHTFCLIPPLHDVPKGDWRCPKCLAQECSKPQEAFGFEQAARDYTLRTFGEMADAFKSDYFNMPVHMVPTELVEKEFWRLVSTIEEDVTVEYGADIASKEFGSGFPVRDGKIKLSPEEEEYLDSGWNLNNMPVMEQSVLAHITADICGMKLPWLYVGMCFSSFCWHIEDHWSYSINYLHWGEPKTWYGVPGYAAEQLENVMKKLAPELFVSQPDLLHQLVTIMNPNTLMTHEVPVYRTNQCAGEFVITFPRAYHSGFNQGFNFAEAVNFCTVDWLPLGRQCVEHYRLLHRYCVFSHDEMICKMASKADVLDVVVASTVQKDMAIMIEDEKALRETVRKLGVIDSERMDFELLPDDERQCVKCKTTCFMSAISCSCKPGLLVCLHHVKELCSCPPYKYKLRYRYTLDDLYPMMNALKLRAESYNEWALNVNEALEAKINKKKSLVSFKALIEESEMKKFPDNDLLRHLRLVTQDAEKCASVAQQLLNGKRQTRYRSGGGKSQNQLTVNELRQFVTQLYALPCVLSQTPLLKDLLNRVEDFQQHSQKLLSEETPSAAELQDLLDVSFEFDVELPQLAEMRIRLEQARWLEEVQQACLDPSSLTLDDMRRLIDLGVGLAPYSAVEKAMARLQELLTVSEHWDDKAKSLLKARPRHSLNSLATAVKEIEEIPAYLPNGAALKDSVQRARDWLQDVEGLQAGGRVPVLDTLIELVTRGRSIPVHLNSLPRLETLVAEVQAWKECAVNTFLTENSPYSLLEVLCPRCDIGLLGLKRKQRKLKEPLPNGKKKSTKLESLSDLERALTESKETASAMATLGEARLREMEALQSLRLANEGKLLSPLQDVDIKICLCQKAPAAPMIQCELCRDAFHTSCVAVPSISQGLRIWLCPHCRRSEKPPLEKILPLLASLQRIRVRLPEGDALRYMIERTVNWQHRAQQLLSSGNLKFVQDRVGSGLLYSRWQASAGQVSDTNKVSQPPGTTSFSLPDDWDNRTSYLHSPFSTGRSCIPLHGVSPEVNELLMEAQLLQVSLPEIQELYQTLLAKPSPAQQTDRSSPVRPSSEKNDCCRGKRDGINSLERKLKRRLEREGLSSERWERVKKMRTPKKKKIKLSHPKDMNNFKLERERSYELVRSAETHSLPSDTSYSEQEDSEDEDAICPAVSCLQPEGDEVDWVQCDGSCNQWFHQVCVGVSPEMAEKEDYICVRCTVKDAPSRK
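Measured: NADH fluorescence change, 30 min, RT. System: KDM5BΔAP 200 nM final, H3K4me3 peptide, α-KG, Fe(II), ascorbate, NAD⁺ plus FDH, pH 7.5 HEPES. Compounds: titrated, 10 min pre-incubation with enzyme.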
The depositor's hits bear a star; i = inactive; ? = inconclusive; & = joins results of further samples; [ ] = remark or other dose. Potency is read from the fitted curve at half-maximal effect. This is a subset. The share of hits here may be higher or lower than overall.

SMILES	KDM5B inhibitor
CCOC(=O)c1c(C)n(S(=O)(=O)c2ccc(C)cc2C)c2ccc(NS(=O)(=O)c3ccc(C)cc3C)cc12	-41%
CSc1ncc(Cl)c(C(=O)Nc2cccc(Cl)c2)n1	0%
Cc1oc(C)c(S(=O)(=O)NCc2cccs2)c1C(=O)O	25%
Cc1cccc(-c2nc(Nc3ccc(O)cc3)c3ccccc3n2)c1	-21%
N#CCCC(=O)c1cccnc1	20%
CC(C)c1cc(=O)oc2cc(OCC(=O)Nc3ccc(C(N)=O)cc3)ccc12	?
COc1ccc(NC(=O)CN2C(=O)C(c3ccc(C(C)(C)C)cc3)=NC2(C)C)cc1Cl	1%
Cc1cccc(NC(=S)NC2CCCC(C)C2C)c1 (centres undefined)	-16%
Cc1c(Cc2ccccc2)c(NCCN(C)C)n2c(nc3ccccc32)c1C#N	?
CN(C)C(=O)c1cccnc1OC1CCN(C(=O)NCCc2ccccc2)C1 (centres undefined)	-10%
COc1cccc(CN(C)S(=O)(=O)c2cnn(C)c2)c1OC	16%
CCOC(=O)C1CCN(C(=O)CN2C(=O)C(C(C)C)Oc3ccccc32)CC1 (centres undefined)	27%
COc1ccc(C(=O)NCCn2cc(SC(C)c3ccccc3)c3ccccc32)cc1OC (centres undefined)	-43%
CCN(Cc1ccncc1)C(=O)c1ccc(C2CCNC2)cc1 (centres undefined)	-14%
CCN(c1ccccc1)S(=O)(=O)c1ccc(OC)c(NC(=O)c2n[nH]c(=O)c3ccccc23)c1	17%
CCC(C)NC(=O)c1ccc(N(C)C)cc1 (centres undefined)	5%
COCc1[nH]nc2c1C1(C(=O)Nc3ccc(F)cc31)C(C#N)=C(N)O2 (centres undefined)	13%
O=C(NCc1ccccc1Cl)C(=O)Nc1cccc(O)c1	8%
CC1=C[C@@H](CN(C)CCO)[C@H](C(C)C)C[C@H]1Cc1nnc(-c2ccccc2F)o1	27%[86.2 µM]
COCCCn1c(=O)/c(=C\c2ccccc2OC(C)C)s/c1=C(/C#N)C(=O)Nc1ccc(C(=O)O)cc1	?
COc1cc(OC)c(NC(=O)Cn2c(SCc3ccccc3F)nc3cccnc32)cc1Cl	2%
CCn1cc(C(=O)NP(=O)(Nc2ccc(C)cc2)Nc2ccc(C)cc2)c2ccccc21	?
Cc1ccc(CN2C(=O)[C@@H]3C[C@@H](O)CN3C3(CN(Cc4ccc(C(F)(F)F)cc4)C3)C2=O)o1	?
CCCc1noc(-c2cccn3c(CNC(=O)c4ccc(Cl)cc4)nnc23)n1	?
O=C(Nc1ccc(Br)cc1)N1CCN(c2nc3ccccc3n2Cc2ccccc2)CC1	5%
O=C(CCc1ccccc1)NC1CC(=O)N(c2cccc(F)c2)C1 (centres undefined)	-4%
CSc1ccc(CNC(=O)c2ccc3c(c2)N(C)C2CCCCCN2C3=O)cc1 (centres undefined)	?
O=C(O)c1cccc(S(=O)(=O)Nc2cc(F)ccc2OCC(F)(F)F)c1	-8%
CCOC(=O)c1ccc(NC(=O)C2CCN(S(=O)(=O)c3ccc(C)cc3)CC2)cc1	9%
COCCCN1CN(Cc2ccco2)CNC1=S	-23%

Structural class: the entries above containing an NH in an aromatic ring.
SMILES	KDM5B inhibitor
CCN(c1ccccc1)S(=O)(=O)c1ccc(OC)c(NC(=O)c2n[nH]c(=O)c3ccccc23)c1	17%
COCc1[nH]nc2c1C1(C(=O)Nc3ccc(F)cc31)C(C#N)=C(N)O2 (centres undefined)	13%

Further entries:
SMILES	KDM5B inhibitor
CN(Cc1cc(-c2ccccc2)n[nH]1)c1cc(C2CC(N)C2)ncn1 (centres undefined)	-16%
CCOc1cccc2sc(NC(=O)c3ccc(S(=O)(=O)N4CCc5ccccc54)cc3)nc12	-21%
N#CCCNC(Cc1ccccc1)C(=O)O (centres undefined)	16%
CN(C)C(=O)N1CCC(c2nc(C3CCOC3)no2)CC1 (centres undefined)	2%
Cc1noc([C@@H]2CN(C(=O)c3cscn3)C[C@H]2C(N)=O)n1	-27%
N#Cc1nc(-c2ccco2)oc1N1CCN(C(=O)CNC(c2ccccc2)c2ccccc2)CC1	?
Cc1ccc(-n2c(C3CCN(C(=O)COc4ccc(F)cc4)CC3)n[nH]c2=O)cc1	26%
Cc1nc(-n2nc(C)c(Cc3ccccc3Cl)c2C)sc1C(=O)Nc1ccccc1F	-5%
Cc1ncsc1CN1CCCC(n2c(C)cnc2-c2cccnc2)C1 (centres undefined)	-6%
O=C(CCc1ccccc1)NC1CCN(c2nnc3ccccn23)CC1	25µM*
CCOc1ccccc1NC(=O)Cn1c(=O)n(CCCC(=O)NCCc2ccc(C)cc2)c(=O)c2ccccc21	-6%
CCCCCC(=O)N1CCC(O)(c2csc(CN3CCOCC3)n2)CC1	-9%[86.2 µM]
COc1ccc(OCC(=O)NCCNC(=O)c2ccccn2)cc1	6%
O=C(N[C@@H]1CN(C(=O)NCc2ccccc2)CCC[C@H]1O)c1ccc(OCc2ccccc2)cc1	-26%
CN(Cc1cccs1)c1cc(C2CC(O)C2)ncn1 (centres undefined)	-14%
COc1ccc(CN2CC3(CCN(C(=O)CCCc4ccccc4)CC3)C2=O)cc1	-10%
O=C(NCc1ccc(F)cc1)C(=O)NCC(c1ccc2c(c1)OCO2)N1CCOCC1 (centres undefined)	-4%
O=C(O)c1ccc(-c2ncc3cnc(-c4ccccc4)cn23)cc1	?
COc1cccc(COc2ccc3c(=O)c(-c4ccccc4OC)coc3c2)c1	-11%
CCc1noc(-c2cn(C3CCN(C(=O)c4ccc(OC)cc4C)C3)nn2)n1 (centres undefined)	-3%
CNC(=O)[C@@H](C1CC1)N1CCC[C@H]1C(=O)NCc1cccnc1	22%[86.2 µM]
O=C(NCCOc1ccccc1)c1nc2c(o1)CCN(Cc1ccsc1)CC2	-31%[86.2 µM]
CCOC(=O)c1cc(-c2ccc(OC)cc2)n(CCC(=O)NCCc2ccccc2)c1C	-25%
CCCCOC(=O)c1ccc(NC(=O)Cc2coc3ccc(C(C)C)cc23)cc1	20%
Cc1ccc(C(=O)N2CCC23Cc2ccccc2NC3=O)cc1 (centres undefined)	-9%[86.2 µM]
CC(C)(CC(=O)O)CC(=O)N1CCCN(c2nccc(C(F)(F)F)n2)CC1	10%
O=C(C1CN(c2ccc(F)cc2)C(=O)N1)N1CCOCC1 (centres undefined)	14%[86.2 µM]
CCOC(=O)c1ccc(NC(=O)Nc2cc3c(cc2N2CCCCC2)n(CC)c(=O)n3CC)cc1	?
CNC(=O)[C@@H]1CNC[C@H]1c1n[nH]c(C)n1	10%
O=C(N[C@@H]1CN(Cc2cc(F)c(F)c(F)c2)C[C@H]1CO)C1CC1	-21%

The last 5 entries of the part before open the next one.
SMILES	KDM5B inhibitor
CC(C)(CC(=O)O)CC(=O)N1CCCN(c2nccc(C(F)(F)F)n2)CC1	10%
O=C(C1CN(c2ccc(F)cc2)C(=O)N1)N1CCOCC1 (centres undefined)	14%[86.2 µM]
CCOC(=O)c1ccc(NC(=O)Nc2cc3c(cc2N2CCCCC2)n(CC)c(=O)n3CC)cc1	?
CNC(=O)[C@@H]1CNC[C@H]1c1n[nH]c(C)n1	10%
O=C(N[C@@H]1CN(Cc2cc(F)c(F)c(F)c2)C[C@H]1CO)C1CC1	-21%
CCOC(=O)Nc1ccc2c(CN3CCC(C(=O)OC)CC3)cc(=O)oc2c1	?
Cc1cccc(Cc2cnc(NC(=O)c3cc(=O)c4cc(C)ccc4o3)s2)c1	11%
CCOc1ccc(/C(O)=C2\C(=O)C(=O)N(c3nccs3)C2c2ccc(OC)cc2)cc1 (centres undefined)	-23%
COc1ccc(C2(C(=O)N3CCC([C@H]4[C@@H](OC)C(=O)N4C(C)C)CC3)CC2)cc1	-14%
CCS(=O)(=O)N1CCc2cc(C(=O)NCc3ccc(C)cc3)ccc21	-27%
COc1ccccc1N1CCN(CCS(C)(=O)=O)CC1	9%
Cc1c(CC(=O)NCCc2ccccc2F)c(=O)oc2cc(O)c(Cl)cc12	i
CCn1nccc1C(=O)N1CCC2(CCC2OC)CC1 (centres undefined)	-20%
CCN1CCN(c2ccc(C(=O)O)cc2NS(=O)(=O)c2ccccc2)CC1	-12%
O=C(C[C@@H]1C[C@H]2O[C@H](CNC3CCC3)[C@@H](O)[C@H]2O1)N1CCC(F)(F)C1	-10%[86.2 µM]
CC(C)(C)c1ccc(C(=O)Nc2ccccc2)cc1Br	-23%
CCCSCCCNC(=O)C1CCCN(c2nn3cc(-c4ccc(OC)cc4)nc3s2)C1 (centres undefined)	-24%
CSCCC(NC(=O)c1ccc(-c2ccc(Cl)cc2)s1)C(=O)O (centres undefined)	?
C=CCNC(=O)CCc1ccc2c(c1)CN(C(=O)NCC)CCO2	-13%
CC(C)(C)CC(=O)N[C@H]1CC(C)(C)[C@@H]2C[C@@](C)(O)CC[C@]12CCC(=O)NCCc1c[nH]c2ccccc12	-7%

For convenience, 6 of the compounds above.
SMILES	KDM5B inhibitor
CCOC(=O)Nc1ccc2c(CN3CCC(C(=O)OC)CC3)cc(=O)oc2c1	?
Cc1cccc(Cc2cnc(NC(=O)c3cc(=O)c4cc(C)ccc4o3)s2)c1	11%
CCOc1ccc(/C(O)=C2\C(=O)C(=O)N(c3nccs3)C2c2ccc(OC)cc2)cc1 (centres undefined)	-23%
COc1ccc(C2(C(=O)N3CCC([C@H]4[C@@H](OC)C(=O)N4C(C)C)CC3)CC2)cc1	-14%
CCS(=O)(=O)N1CCc2cc(C(=O)NCc3ccc(C)cc3)ccc21	-27%
COc1ccccc1N1CCN(CCS(C)(=O)=O)CC1	9%

Next compounds follow.
SMILES	KDM5B inhibitor
Cc1cc(CN2CCCC23CCN(c2nc4ccccc4o2)CC3)on1	-7%
C[C@@H]1C(=O)O[C@H]2[C@H]1CC[C@@]1(C)Cc3sc(NC(=O)COc4ccccc4)nc3[C@@H](C)[C@H]21	?
COc1ccc(C(=O)NCC(c2ccc3c(c2)OCO3)N2CCN(c3ccc(F)cc3)CC2)cc1 (centres undefined)	?
CCCN1CCN(C(=O)CC2CCCN(c3cnn(C)c(=O)c3)C2)CC1 (centres undefined)	-18%
CCOc1ccc(C(CC(=O)Nc2cc(C)c(Cl)cc2OC)N2Cc3ccccc3C2=O)cc1OC (centres undefined)	-2%
COc1ccc(CNC(=O)C2(C)CCCCC(=O)N2)cc1OC (centres undefined)	-1%
CCC(=O)Nc1ccc(Cl)c(NC(=O)c2cccc3c(Br)cccc23)c1	?
Cc1ccc(CN2CCC(N3CCCNC3=O)CC2)cc1	23%[86.2 µM]
COc1ccc2nc(C(=O)NC(C3CC3)C3CC3)ccc2c1	?
COCc1ccc2c(c1)c(OC(C)(C)C(=O)NC1CCOCC1)nn2Cc1cccnc1	-7%[86.2 µM]
Cc1occc1-c1nnc(SCC(=O)NC(C)c2ccc3c(c2)OCCO3)n1-c1ccccc1 (centres undefined)	-3%
O=C1COc2ccc(Nc3ccc(C(F)(F)F)cc3)nc2CN1	?
COc1ccc(N2CCN(Cc3nc4c(c(=O)[nH]c(=O)n4C)n3CC(C)C)CC2)cc1	?
Cc1cnc(CC2CCN(C(=O)C3CC3)CC2)n1Cc1ccccc1	34%
C=CC(=O)NC(NC(=O)C=C)c1ccccc1F	3%
COc1ccc(CCn2cc3c(c2-c2ccc(Br)cc2)c(=O)n(C)c(=O)n3C)cc1OC	?
COCCNC(=S)N/N=C1\C=C(C)CC1	0%
CCOc1ccc(NCc2cccn2-c2nnc(N3CCC(C(=O)NC4CCCC4)CC3)s2)cc1	10%
CC(C)NC(=O)c1cc(-c2ccc(Br)cc2)nc2ccccc12	7%
O=C(Cn1nc2c(cc1=O)CCCCC2)N1CCN(c2ccc(Cl)cc2)CC1	-8%
Cc1nnc(-c2cc(-c3ccc([S+](C)(=O)[O-])cc3)ccn2)n1CCN1CCOCC1	-7%[86.2 µM]
CC(C)(C)CNCC1(O)CCCN(Cc2cccc(F)c2F)C1=O (centres undefined)	16%
CC(C)=NNC(=O)CCC(=O)NN=C(C)C	?
Cn1c(COc2ccccc2Cl)nnc1SC1CCCCCC1=O (centres undefined)	9%
Oc1ccccc1Nc1nc(NCc2ccco2)c2ccccc2n1	?
O=C(Nc1ccc(C(=O)N2CCCC2)cc1)c1cccc(C(F)(F)F)c1	43%
COCC(=O)N1CCC2(CC1)CN(Cc1cnc(C(C)C)nc1)CCN2C	-9%
CC(CCc1ccccc1)NC(=O)Cn1c(=O)nc(-c2ccccc2)c2ccccc21 (centres undefined)	?
COC[C@H]1C[C@@H](NC(=O)c2cc(C)oc2C)[C@H](O)[C@@H]1O	?
Cc1ccc(Cl)cc1N1CCN(S(=O)(=O)c2cc3[nH]c(=O)c(=O)[nH]c3cc2C)CC1	-28%
CCCn1c(C)cnc1CC1CCCNC1 (centres undefined)	-23%
CSCC(=O)N1CCC(C2CCN(S(C)(=O)=O)CC2)C1 (centres undefined)	-14%
COc1ccccc1CC(=O)N1CCCc2ncc(C(=O)NCc3cccc(Cl)c3)cc21	-17%
CC(=O)N1CC(CO)C2(CCN(Cc3ccc(C)o3)CC2)C1 (centres undefined)	-25%
Cc1ccc(N2CCC(NC(=O)c3ccc(Br)cc3)C2=O)cc1 (centres undefined)	22%
COCC(=O)N[C@H]1CC[C@]2(C)CC[C@@H]([C@H](C)C(=O)N3CCOCC3)[C@H](O)[C@H]2[C@@H]1C	3%[86.2 µM]
CCOC(=O)c1c(-c2ccc(OC)cc2)oc2ccc(OCc3ccccc3C)cc12	?
Cc1ccc2oc(C(=O)NCc3ccccc3)cc(=O)c2c1	28%&20%
CCC(C)NC(=O)c1cc(Sc2cccc(Cl)c2)nc2ccccc12 (centres undefined)	-5%
O=C(CSc1nc2cc(Cl)ccc2s1)Nc1ccc(C(F)(F)F)cc1	12%
